# Source: PubChem BioAssay (National Center for Advancing Translational Sciences (NCATS))
# PTHR1 agonist – qHTS for PTHR1 Agonists: Primary Screen; Potency, µM (doses to about 115 µM), without a hit: top-dose activation, most hits filed as activators; 410,000 compounds, 0.075% hits; Parathyroid hormone/parathyroid hormone-related peptide receptor (Homo sapiens), Q03431; HEK293 GP2 PTHR1 cells, GloSensor cAMP luminescence, 1 h; also: nearly all actives have a fitted effect of over 55% in size; some results filed as inactive show a strong effect at the top dose; inactives centre near -15; many of its hits are not listed in these tables
# Target sequence (Q03431 whole entry, looked up): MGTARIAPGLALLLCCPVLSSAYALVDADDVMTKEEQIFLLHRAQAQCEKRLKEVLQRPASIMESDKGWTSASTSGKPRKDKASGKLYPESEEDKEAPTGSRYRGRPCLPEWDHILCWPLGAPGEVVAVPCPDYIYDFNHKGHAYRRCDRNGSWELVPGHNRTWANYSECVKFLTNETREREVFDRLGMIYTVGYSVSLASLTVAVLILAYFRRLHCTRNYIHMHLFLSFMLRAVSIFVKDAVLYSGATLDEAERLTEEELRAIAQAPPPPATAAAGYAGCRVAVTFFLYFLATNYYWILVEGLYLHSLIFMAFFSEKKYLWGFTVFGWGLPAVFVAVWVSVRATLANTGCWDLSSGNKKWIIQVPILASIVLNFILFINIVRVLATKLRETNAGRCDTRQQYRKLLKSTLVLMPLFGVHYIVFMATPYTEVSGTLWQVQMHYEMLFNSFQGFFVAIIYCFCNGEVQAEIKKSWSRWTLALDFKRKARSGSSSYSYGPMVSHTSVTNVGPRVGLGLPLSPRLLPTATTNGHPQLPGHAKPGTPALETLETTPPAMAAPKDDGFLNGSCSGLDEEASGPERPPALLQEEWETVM
#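 HEK-293-derived GP2 cells expressing PTHR1 and a GloSensor cAMP reporter, 3,000/well, plated overnight, given luciferin plus IBMX (each 0.5 mM as added) for 1 h at 37 °C, then compound for 1 h at 37 °C. Luminescence was read after 15 min at room temperature.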
# TDP-43 yeast inh – qHTS of TDP-43 Inhibitors; TDP-43 expressing yeast growth rescue, BacTiter-Glo, 24 h; Potency, µM (series often up to 46.1 µM), inactives show top-dose growth rescue (activation), hits mostly activators; 410,000 compounds, 1.8% hits; AID 652104, 2013; also: % of control where 0% means no effect; nearly all actives have a fitted effect of over 50% in size
#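 Luminescence from BacTiter-Glo reports growth of TDP-43-expressing yeast after 24 hr at 30 deg C with compound. Cells were raffinose-pregrown to mid-log, then seeded in galactose medium at OD600=0.02.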
# EPAC1 ag – qHTS for Agonist of cAMP-regulated guanine nucleotide exchange factor 3 (EPAC1): primary screen | EPAC1 agonist qHTS, biochemical assay; response scale: 100% = response to 6.5 mM cAMP | Potency, µM (top dose mostly 154 µM), inactives show top-dose activation, hits mostly activators | 360,000 compounds, 0.073% hits; also: nearly all actives have a fitted effect of over 60% in size
#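 Nucleotide exchange assay: 100 nM EPAC1 with 250 nM Rap1B loaded with BODIPY-GDP and 50 uM GDP, room temperature. Fluorescence (480/540 nm) read every 5 min for 30 min; signal change normalized to 6.5 mM cAMP as full agonist.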
# EPAC1 antagonist – qHTS for Antagonist of cAMP-regulated guanine nucleotide exchange factor 3 (EPAC1): primary screen; Potency, µM (doses to about 115 µM), for the others: at the top dose activity change, negative = inhibition, most hits filed as inhibitors; 360,000 compounds, 0.14% hits; AID 720709, 2013; EPAC1 GEF assay, Rap1b-BODIPY-GDP exchange fluorescence; Rap guanine nucleotide exchange factor 3 (Homo sapiens), O95398;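 also: plate controls were vehicle for no effect and positive control for full effect; nearly all actives have a fitted effect of over 50% in size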
# aSyn yeast inh – qHTS of alpha-syn Inhibitors; 370,000 compounds, 0.14% hits; Potency, µM (titrated, usually from 46.1 µM), for the others: top-dose growth rescue (activation), usual class: activators; Yeast expressing alpha-synuclein, growth rescue, BacTiter-Glo, 24 h; also: % of control where 0% means no effect; nearly all actives have a fitted effect of over 65% in size
#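 Readout is rescue of growth in alpha-synuclein-expressing yeast, so inhibitors of toxicity appear as activators. Growth after 24 hr at 30 deg C in galactose medium is quantified by luminescence.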
# FUS yeast rescue – qHTS for Suppressors of FUS Proteinopathy: Primary screen using FUS-linked yeast assay; S. cerevisiae FUS-expressing, growth rescue, OD600, 24 h; Potency, µM (top dose mostly 76.6 µM), for the others: at the top dose growth rescue (activation), actives largely listed as activators; 390,000 compounds, 0.24% hits; AID 1347120, 2019;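 also: plate controls were DMSO vehicle for no effect and reference control for full effect; nearly all actives have a fitted effect of over 55% in size; some results filed as inactive show a strong effect at the top dose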
#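 Steps: raffinose overnight preculture; dilution to OD 0.005 in 2% galactose minimal medium; compound addition (concentration series); 24hr at 30C, 99% humidity; absorbance read at 600 nm.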
# EPAC2 ag – qHTS for Agonist of cAMP-regulated guanine nucleotide exchange factor 4 (EPAC2): primary screen; EPAC2 activation, biochemical qHTS; response scale: 100% = 6.5 mM cAMP response; Potency, µM (doses to about 154 µM), for the others: at the top dose activation, usual class: activators; 360,000 compounds, 0.079% hits; also: nearly all actives have a fitted effect of over 50% in size
#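 EPAC2 (100 nM) mixed with Rap1B loaded with BODIPY-GDP (250 nM) plus 50 uM unlabeled GDP; compounds pinned in, 5 min RT, then read every 5 min for 30 min (ex 480, em 540 nm). Normalized to cAMP control.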
# EPAC2 antagonist – qHTS for Antagonist of cAMP-regulated guanine nucleotide exchange factor 2 (EPAC2): primary screen | EPAC2 GEF exchange of Rap1B-BODIPY-GDP, fluorescence | 360,000 compounds, 0.18% hits | Rap guanine nucleotide exchange factor 4 (Homo sapiens), Q8WZA2 | Potency, µM (titrated, usually from 114 µM), for the others: at the top dose activity, negative = inhibition, usual class: inhibitors | AID 720708, 2013; also: % is scaled to controls: 0 for no effect and ±100 for the full control effect; nearly all actives have a fitted effect of over 45% in size; many of its hits are not listed in these tables
# The depositor's hits bear a star; i = inactive; u = inconclusive; x = no result given; [ ] = another dose, or the depositor's remark. Calls follow the shape of the dose curve; as a rule, active = well fitted curve in the direction sought with a large enough effect; inconclusive = small, poorly fitted or top-dose-only effect, or another doubt; inactive = no such curve, though single readings can be large; an effect the other way counts as inactive or inconclusive. Potency is read from the fitted curve at half-maximal effect.
SMILES,PTHR1 agonist,TDP-43 yeast inh,EPAC1 ag,EPAC1 antagonist,aSyn yeast inh,FUS yeast rescue,EPAC2 ag,EPAC2 antagonist
CCOc1ccc(OCCC(=O)N(CC(=O)Nc2ccccc2C(F)(F)F)Cc2ccco2)cc1,-13.7%,-15.2%,-8.7%,-1.1%,1.9%,6.4%,-3.5%,2.8%
Cc1nnc(SCC(=O)Nc2ccc(N3CCOCC3)cc2)o1,-24.0%,-1.6%,5.9%,-2.4%,-2.7%,2.1%,6.1%,-0.7%
CC(C)OC(=O)c1cc(C(=O)c2cc(F)ccc2O)coc1=N,i,-5.2%,5.2%,4.8%,7.5%,8.5%,2.3%,-2.1%
CC(=O)Nc1cccc(-n2nnc(SCC(=O)c3ccccc3)n2)c1,-51.8%[inhibitor],-9.4%,4.1%,-28.1%,-9.9%,4.3%,5.4%,-3.5%
COc1ccc(/C=N\NC(=S)SCN2C(=O)C3CCC(C)(C2=O)C3(C)C)cc1 (stereo not drawn),-30.8%,u,8.5%,-8.9%,u,43.5%,9.7%,-6.8%
Cc1ccc(C(=O)NNC(=O)c2ccccc2OCc2c(C)noc2C)cc1,i,25.8%,5.8%,-7.5%,5.3%,3.5%,-3.6%,-1.6%
COC(OC)C1(CCc2ccccc2)NC(=O)NC1=O (stereo not drawn),i,-17.4%,-0.6%,-7.1%,-1.3%,0.3%,2.0%,4.3%
COc1cc(OC)c(-c2nc3c[n+](CC(=O)c4ccccc4)ccc3n2C)cc1OC,-7.6%[57.5 µM],-12.5%,1.8%,7.5%,-4.9%,6.9%,2.6%,-1.4%
Cc1cccc(NC(=O)Nc2nnc([C@@H]3C[C@H](O)[C@@H](CO)O3)s2)c1,i,20.2%,-6.1%,-25.1%,0.1%,-24.4%,10.0%,5.5%
CNS(=O)(=O)c1ccc(NC(=O)c2ccccn2)cc1,-10.0%,6.8%,5.0%,-11.6%,-0.4%,-19.9%,0.1%,-8.1%
COC(=O)Cc1ccc(NC(=O)c2ccc(C)c(C)c2)cc1,-29.7%,-7.7%,-1.3%,3.3%,x,1.4%,7.6%,-3.9%
Cc1ccc(N2C(=O)CC(C)(C)CC2=O)cc1Cl,i,-2.9%,10.6%,0.0%,-0.7%,-3.9%,6.0%,-0.5%
Cc1cccc(NS(=O)(=O)c2csc(C(N)=O)c2)c1,-42.1%[inhibitor],-7.3%,-16.6%,-3.7%,6.0%,12.4%,2.1%,3.0%
COc1ccc(CN(C(=O)CNC(=O)c2ccco2)C(C(=O)NCC2CCCO2)c2ccccc2)cc1 (stereo not drawn),14.1%,-19.4%,3.1%,3.1%,-0.2%,-5.6%,9.7%,-0.3%
O=S(=O)(NCC1OCCc2ccccc21)c1ccccc1 (stereo not drawn),19.7%[57.5 µM],10µM*,1.8%,1.9%,-2.7%,11.7%,7.6%,9.8%

# Looked up by compound from the list above, 3 records:
SMILES,PTHR1 agonist,TDP-43 yeast inh,EPAC1 ag,EPAC1 antagonist,aSyn yeast inh,FUS yeast rescue,EPAC2 ag,EPAC2 antagonist
Cc1nnc(SCC(=O)Nc2ccc(N3CCOCC3)cc2)o1,-24.0%,-1.6%,5.9%,-2.4%,-2.7%,2.1%,6.1%,-0.7%
CNS(=O)(=O)c1ccc(NC(=O)c2ccccn2)cc1,-10.0%,6.8%,5.0%,-11.6%,-0.4%,-19.9%,0.1%,-8.1%
COc1cc(OC)c(-c2nc3c[n+](CC(=O)c4ccccc4)ccc3n2C)cc1OC,-7.6%[57.5 µM],-12.5%,1.8%,7.5%,-4.9%,6.9%,2.6%,-1.4%

# In the list so far, 2 contain an aryl thioether with sulfur outside any ring:
SMILES,PTHR1 agonist,TDP-43 yeast inh,EPAC1 ag,EPAC1 antagonist,aSyn yeast inh,FUS yeast rescue,EPAC2 ag,EPAC2 antagonist
Cc1nnc(SCC(=O)Nc2ccc(N3CCOCC3)cc2)o1,-24.0%,-1.6%,5.9%,-2.4%,-2.7%,2.1%,6.1%,-0.7%
CC(=O)Nc1cccc(-n2nnc(SCC(=O)c3ccccc3)n2)c1,-51.8%[inhibitor],-9.4%,4.1%,-28.1%,-9.9%,4.3%,5.4%,-3.5%

# (next part)
SMILES,PTHR1 agonist,TDP-43 yeast inh,EPAC1 ag,EPAC1 antagonist,aSyn yeast inh,FUS yeast rescue,EPAC2 ag,EPAC2 antagonist
C#CCOCCOCCOCCNc1nc(N2CCN(C(=O)Cn3cc(CC(C)O)nn3)CC2)nc(N2CCN(C(=O)[C@H]([C@@H](C)CC)n3cc(CCCCN)nn3)CC2)n1 (stereo partly drawn),i,6.9%,-0.4%,1.4%,3.0%,16.1%,11.5%,7.8%
CCOc1ccc(N2C(=O)C3CCCN3C2=S)cc1 (stereo not drawn),11.1%,18.3%,3.0%,-1.0%,-3.7%,4.8%,10.7%,-4.4%
COC(=O)C1=CN(c2cccc(OCc3ccccc3)c2)C(N)=C(C#N)C1c1ccccc1 (stereo not drawn),-7.5%,15.9%,14.8%,-4.5%,1.4%,0.7%,8.2%,-1.2%
Cc1c(CC(=O)N2CCN(C(=O)C3COc4ccccc4O3)CC2)c(=O)oc2cc(O)ccc12 (stereo not drawn),-47.6%[inhibitor],3.8%,11.5%,-21.0%,4.0%,u,-3.7%,-1.5%
O=C(NCCc1ccccc1)C1CCN(C(=O)NCc2ccccc2)CC1,i,12.8%,-3.7%,4.3%,7.0%,-0.6%,-1.8%,10.5%
COc1ccccc1CN(C)CC(=O)Nc1cccc(S(=O)(=O)N2CCCC2)c1,-50.1%[inhibitor],0.0%,3.9%,-0.7%,-11.5%,21.7%,15.7%,8.0%
CCN(CC)C(=O)C1=C(C)N(Cc2ccc(OC)cc2)C(=O)C(CC(=O)NCc2cccs2)C1 (stereo not drawn),-7.2%,u,12.8%,-7.0%,-9.7%,-2.6%,12.7%,2.9%
COc1ccc(S(=O)(=O)N(C)CC(=O)N2CCC(C(N)=O)CC2)cc1Cl,-31.1%[inhibitor][57.5 µM],22.2%,-3.6%,7.4%,0.0%,16.4%,1.3%,0.3%
CCOc1ccc(/C(O)=C2/C(=O)C(=O)N(c3ncccn3)C2c2ccccc2)cc1 (stereo not drawn),-5.5%,-13.4%,-14.4%,-10.6%,0.3%,6.7%,17.1%,6.2%[57.1 µM]
COc1ccc(C(=S)N2CCOCC2)cc1OS(=O)(=O)c1ccccc1[N+](=O)[O-],i,-20.8%[0.397 µM],-2.0%,u,-1.5%,13.2%,0.6%,-10.0%
O=C1NC[C@H](CCCCN2C[C@H](Cc3ccccc3)N(Cc3ccccc3)C(=O)C2=O)N(CCC2CCCCC2)C1=O,-12.3%,18.2%,-4.5%,7.5%,-6.6%,2.9%,1.3%,-2.3%
Cc1cccc2c1-c1sc(C(=O)N3CCc4ccccc4C3)cc1CO2,-18.9%,8.2%,-13.7%,-12.7%,-11.2%,24.3%,17.6%,10.7%
COc1ccc(-n2c(=O)c3ccccc3n(CC(=O)NC3CCCC3)c2=O)cc1,-10.1%,1.4%,1.8%,7.1%,-3.3%,-10.2%,8.1%,-3.7%
CCOC(=O)c1c(C)nc(C(Cl)(Cl)Cl)nc1N,-16.0%,11.2µM*,3.1%,-9.5%,0.3%,2.0%,3.4%,1.4%
COCCN1Cc2cccc(C(=O)N3CCN(c4cc(C)ccc4C)CC3)c2C1=O,-24.2%,11.7%,-1.4%,-8.8%,3.8%,24.1%,3.7%,-14.2%
NS(=O)(=O)c1cccc(NC(=O)CCSc2ccc(Cl)cc2)c1,i,22.0%,0.7%,2.8%,3.5%,x,6.7%,-4.3%
CCOP(=O)(OCC)/C(=N/OC(=O)c1ccc(OC)cc1)C(N)=O,-89.9%[inhibitor],0.0%,3.2%,-30.8%,-1.8%,6.9%,6.7%,16.8%
O=c1c(-c2ccc(Br)cc2)coc2c(CN3CCCCC3)c(O)ccc12,-21.6%,-2.0%,8.0%,3.1%,1.0%,-14.2%,3.6%,0.9%
O=C(COC(=O)C1CCCCC1)NCc1ccc(Cl)cc1,-8.7%,-1.0%,2.7%,-0.4%,-8.2%,22.6%,1.8%,-13.0%
Cc1c(-c2cccc(Cl)c2)nc2ccccc2c1C(=O)OC/C(O)=C(\C#N)c1nc2ccccc2[nH]1,i,1.9%,9.1%,-14.1%,0.3%,u,2.8%,2.4%
COc1ccc(C)cc1-n1nnnc1SCC(=O)Nc1cccnc1Cl,-19.3%,-9.2%,5.3%,-19.3%,-0.5%,x,2.9%,-4.9%
O=C(CSc1nnc(COc2ccccc2F)n1-c1ccccc1)NCc1ccco1,-15.3%[57.5 µM],-5.7%,0.0%,-2.5%,1.7%,10.7%,0.7%,-2.2%
O=C(CSc1nnc2scc(-c3ccccc3)n12)c1ccc2c(c1)OCCO2,-40.9%[inhibitor],16.5%,u,19.3%,-3.4%,3.3%,11.6%,0.2%
COc1ccc(OC)c(-n2c(-c3ccccc3)n[nH]c2=S)c1,i,0.5%,1.5%,0.1%,-1.8%,-3.7%,6.2%,12.7%
COC(=O)/C=C1/N/C(=N\c2nc(C)cc(C)n2)N(c2cccc(C)c2)C1=O,-1.5%,-7.3%,-10.5%,0.5%,-7.5%,-11.8%,-5.8%,6.6%
CCOC(=O)CNC(=O)CSc1nc(-c2ccccc2)ns1,i,-8.8%,-5.2%,9.6%,-7.1%,29.4%,1.2%,18.1%
CCOc1ccc(CCNC(=O)COC(=O)c2ccc(C)s2)cc1OCC,-5.0%,20.6%,2.3%,14.5%,-0.3%,17.8%,2.9%,1.8%
CCn1c(SCC(=O)Nc2ccccc2C)nnc1-c1ccccc1O,i,-4.1%,6.1%,1.7%,-2.5%,31.4%,8.8%,-4.3%
COc1cc(SC)ccc1C(=O)Nc1ccc(Br)cn1,-32.7%,-1.5%,-10.1%,14.3%,-0.7%,20.2%,1.6%,15.1%
Cc1c(Cl)c(C(=O)NNC(=S)Nc2ccc(F)cc2)nn1C,i,-1.0%[0.397 µM],-5.0%,-18.4%,-7.9%,0.2%,-0.7%,2.6%

# These rows are one share of the data; the hit share may differ from the screen's.
